Compound activity (PubChem BioAssay)
HEK293 NOD2/NF-kB – inhibition of NOD2-driven NF-kB reporter – cell-based, luminescence, uHTS, HEK293 (AID 1566) | HEK293 NOD2/NF-kB luciferase reporter, luminescence; higher % means a stronger effect | inhibition, % at 4 µM, or EC50 in µM where a hit was titrated | 0.63% of 290,000 active; in the data active = inhibition above about 50%; note: many of its hits are not listed in these tables
Dynein cargo inh – blocks dynein driven cargo transport along microtubules | 3617.4 mouse cells, GR-EGFP nuclear translocation imaging; test concentration mostly 20 µM; stimulated with dexamethasone, 1 µM; active compounds read low | AID 1381 | z-score, hits read low | 0.47% of 220,000 active;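 active = plate z-score of nuclear minus cytoplasmic receptor signal below a set negative limit, without overly bright fluorescence or cell loss, cut at about -3.5 in these data, passing the limit was not always enough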;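 note: z-score of nuclear minus cytoplasmic ring GR-EGFP intensity difference per well; some compounds called inactive have numbers as strong as hits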
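Buffer or medium – tet-free medium with charcoal-stripped serum · Signal – automated 10x imaging of fixed Hoechst-stained cells · Also added – dexamethasone agonist, 1.0 µM final, for 30 min · Incubation – induction 48 h, compound 1 h, agonist 30 min · Read-out – GR-EGFP nuclear translocation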
bCat nuc transl – modulators of beta-catenin nuclear translocation | HeLa beta-catenin nuclear translocation, immunofluorescence imaging | nuclear translocation activity, % at 5 µM | 0.3% of 190,000 active;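 active = nuclear translocation activity above 50% at 5 µM, with a well cell count of 50 or more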;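 note: per-cell ratio of nuclear to cytoplasmic median beta-catenin stain intensity; plate controls were DMSO negative control for no effect and GSK-3 inhibitor IX positive control for full effect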
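System: Human HeLa cells, endogenous beta-catenin | Compound dosing: 5 µM primary, 0.02–20 µM confirmation | Timing: 24 h compound exposure at 37°C, 5% CO2 | Measured by: Fluorescence imaging of beta-catenin antibody stain plus DAPI | Read-out basis: % activation of per-cell nuclear versus cytoplasmic median beta-catenin signal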
Insulin prom up – MIN6 insulin promoter up-regulation. MIN6 insulin promoter-GFP reporter, high-content imaging; active compounds read high. z-score at 5 µM. 0.3% of 190,000 active. AID 1625;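 active = z-score above 3 at 5 µM with at least 500 cells counted in the well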
WT yeast gro inh – growth inhibition of WT yeast, mitochondrial fusion screen; mitochondrial fusion phenotypic screen, WT strain; 2.1% of 190,000 active; inhibition, % at 10 µM; AID 1362; in the data active = inhibition above about 58%; tested in S. cerevisiae
Yfh1-off respiration – enhancers of respiration in Yfh1-depleted yeast, dose response, Friedreich's ataxia, plus single-dose screen (AID 1465); S. cerevisiae Yfh1-off respiration, WST-1 reduction, 72 h; higher fold induction means a stronger effect; fold induction at 50 µM, or EC50 in µM where a hit was titrated; 0.074% of 220,000 active;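 active = fold induction of absorbance versus untreated yeast above a set limit, then at least 30% activation at any dose in follow-up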;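 note: activators that raise dye reduction in frataxin-depleted yeast; strong numbers were not always called active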
Autophagy HCS – autophagy modulation, high-content screen | MEF GFP-LC3 puncta imaging; test concentration mostly 10 µM | calls only at 10 µM (by protocol) | 0.98% of 190,000 active | AID 463193;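 active = percentage of spot-positive cells more than 3 SD above its plate mean, without a fluorescence outlier flag or 80% toxicity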;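 note: spot-positive cell cutoff set from DMSO-treated cells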
Hep lipid drop – hepatic lipid droplet formation modulation | inhibition, % at 6.5 µM | AML12 mouse hepatocytes, oleate lipid droplets, BODIPY imaging | 0.4% of 240,000 active | AID 1656;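 active = lipid droplet intensity inhibited by at least 50%, with more than 500 cells counted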
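Assay system: AML12 mouse liver cells | Compound: 6.5 µM single-point dosing | Schedule: Overnight exposure | Technique: Fluorescence imaging, 20x objective, two fields per well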
MT stabilize HCS – microtubule stabilizers in HeLa cells; HeLa tubulin immunostaining HCS, 24 h; share of cells brighter than vehicle mean+2SD; % tubulin-high responders, % at 10 µM; 0.83% of 200,000 active; AID 2205;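 active = plate Z-score above 3 for both tubulin-high and condensed-nucleus cell shares, with cell loss under 80%, at 10 µM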;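 note: anti alpha tubulin signal scored within the nucleus-defined area of each cell; some results filed as inactive read as strong as hits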
WT yeast gro inh mutant strain – recorded beside WT yeast gro inh, whose call it bears; inhibition, %; mitochondrial fusion phenotypic screen, mutant strain inhibition
Dynein cargo inh cytoplasmic EGFP – second read-out of Dynein cargo inh, no call of its own (marks repeat the call); z-score; measured here: cytoplasmic GR-EGFP intensity; active compounds read high
Dynein cargo inh nuclear GR-EGFP – second read-out of Dynein cargo inh, no call of its own (marks repeat the call); z-score; measured here: nuclear GR-EGFP intensity;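 lower value marks the stronger effect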
Dynein cargo inh cell count – further read-out of Dynein cargo inh, marked with its call; z-score; measured here: cell count per field
Insulin prom up cell count – also measured in Insulin prom up; calls as there; cell count; measured here: cytotoxicity, nuclei count;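 total cells summed across four imaged fields per well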
Hep lipid drop cells 6.5 µM – recorded beside Hep lipid drop, whose call it bears; cell count; measured here: cell count, cytotoxicity flag;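 cells counted across two imaged fields per well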
bCat nuc transl cell count 5 µM – also measured in bCat nuc transl; calls as there; cell count; measured here: cell count, cytotoxicity flag
MT stabilize HCS Hoechst-high % – recorded beside MT stabilize HCS, whose call it bears; % Hoechst-high responders; measured here: nuclear condensation Hoechst responders;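 share of cells brighter than vehicle mean plus two SD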
MT stabilize HCS cytotoxicity % – second read-out of MT stabilize HCS, no call of its own (marks repeat the call); toxicity, %; measured here: cytotoxicity by cell density;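 0% = mean cell density of plate MIN control wells and 100% = no cells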
Autophagy HCS cell loss 18 h – further read-out of Autophagy HCS, marked with its call; toxicity, %; measured here: cell loss, nuclei count;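 cell loss after 18 h compound exposure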
An asterisk follows results filed as active; i = inactive; x = no result given. These rows are one share of the data (hit frequency here may not be typical).

SMILES	HEK293 NOD2/NF-kB	Dynein cargo inh	Dynein cargo inh cytoplasmic EGFP	Dynein cargo inh nuclear GR-EGFP	Dynein cargo inh cell count	bCat nuc transl	bCat nuc transl cell count 5 µM	Insulin prom up	Insulin prom up cell count	WT yeast gro inh	WT yeast gro inh mutant strain	Yfh1-off respiration	Autophagy HCS	Autophagy HCS cell loss 18 h	Hep lipid drop	Hep lipid drop cells 6.5 µM	MT stabilize HCS	MT stabilize HCS Hoechst-high %	MT stabilize HCS cytotoxicity %
CS(=O)(=O)NCc1ccc(C(=O)O)cc1	14%	-0.55	-0.35	-0.31	0.59	0.4	1094	-1.1	1182	-8	1	i	i	6	-1	650	3.6	2.5	6.5
C[N+]1(CC(=O)Nc2ccccc2Cl)CCN(C(=O)c2cccs2)CC1	-10%	-0.072	-0.31	0.05	0.53	-1.7	1134	x	x	-25	-17	i	i	-10	-3	618	1.7	1.2	3.8
O=C(Cc1ccccc1)Nc1cccc(C(=O)O)c1O	13%	0.4	-0.18	0.34	-0.27	-1.1	1164	0.15	1325	-6	-2	i	i	-15	11	681	2.5	3.4	6.6
Cc1ccc(N(Cc2cc3cc(C)ccc3[nH]c2=O)C(=O)c2cccs2)cc1	32%	-0.32	1.3	0.13	-0.37	4.4	1032	-0.34	1466	-2	-9	i	i	9	36	631	2.4	2.4	7.4
O=C(/C=C/c1ccccc1)c1c[nH]c2ccccc12	-201%	-0.69	-0.26	-0.32	0.78	0.2	1247	-0.13	953	x	x	i	x	x	-22	701	x	x	x
C=CCn1c(SCc2nc3c(c(=O)[nH]c(=O)n3CCCC)n2CCC)nnc1-c1ccccc1	1%	-0.42	-0.22	0.092	0.5	-3.0	885	-1.8	1246	-7	-7	i	x	x	x	x	1.6	1.4	3.2
COC(=O)C1CCCN1C(C(=O)NC1CCCCC1)c1ccc(Cl)cc1 (stereo not drawn)	-4%	-0.38	-0.27	0.44	0.73	-3.7	573	-0.61	1445	10	4	x	i	1	-29	696	2.9	1.6	11
C=C(C)COc1ccc(-c2[nH]ncc2-c2ccc(OC)cc2)c(O)c1	19%	0.97	-0.19	0.75	-0.74	0.2	1267	-0.42	976	x	x	i	x	x	6	720	x	x	x
COc1ccc(/C=N/Nc2nc(-c3cccnc3)nc3ccccc23)c(OC)c1	15%	0.44	0.042	0.26	0.37	0.9	1058	-0.45	1390	x	x	i	x	x	23	718	x	x	x
Cc1noc(C)c1COC(=O)CCC(=O)c1ccc(F)cc1	-12%	0.11	-0.23	0.045	0.59	-1.5	1079	-0.47	1251	-4	-17	i	i	4	x	x	3.1	2.1	6.7
Cc1ccc(Cl)c(Nc2ccccc2C(=O)O)c1Cl	-2%	0.24	-0.24	0.32	0.54	-0.1	577	x	x	-23	-40	i	i	3	4	731	7.3	2.8	4.0
CC1(C)N=C(SCC(=O)Nc2ccc(Cl)cc2Cl)C(c2ccccc2)=N1	12%	-1.1	0.44	-0.39	0.66	1.2	1122	x	x	16	18	i	i	-3	1	769	2.0	1.5	9.6
CC(C)(C)Nc1cccccc1=O	4%	-0.51	-0.18	-0.17	0.2	-1.0	1189	0.85	1200	-5	-20	i	i	-13	x	x	2.5	1.2	8.5
Cc1ccccc1CC1(CO)CCCN(Cc2nc(-c3cccs3)oc2C)C1 (stereo not drawn)	-10%	-0.23	-0.17	-0.18	-0.28	3.8	1010	-0.14	1556	31	25	i	i	-2	4	705	2.1	2.5	5.2
O=C(NCC(c1cccnc1)N1CCOCC1)c1ccc2c(c1)OCO2 (stereo not drawn)	-7%	-0.74	-0.25	0.093	0.33	-3.1	535	x	x	-14	-9	i	i	-2	-9	697	2.7	1.1	4.8
Cc1cc(C)nc(SCc2cc(=O)c(OC(=O)c3cc([N+](=O)[O-])ccc3Cl)co2)n1	13%	0.28	-0.18	0.034	0.29	-2.5	1083	0.11	1432	7	21	i	i	-1	9	643	5.4	1.8	6.3
Cc1[nH]c2ccccc2c1/C=C(\C#N)S(=O)(=O)c1ccccc1	12%	-0.31	-0.2	-0.17	1.1	x	x	-1.2	877	-11	2	i	i	-4	14	787	2.2	2.9	8.3
COC(=O)Cc1c(C)nc2nc(-c3ccc(Cl)cc3)[nH]n2c1=O	9%	-0.4	-0.27	-0.13	0.87	x	x	-0.52	889	-6	-13	i	i	1	15	776	1.9	0.9	6.2
Cc1cccc(C)c1NC(=O)CN1C(=O)N(C)Cc2ccccc21	1%	-1	-0.24	-0.44	0.97	-2.8	1043	0.15	1580	2	19	i	i	-7	-25	699	4.5	2.8	9.7
CC(C)C[C@H](NC(=O)c1[nH]cnc1C(=O)N[C@H](C)c1ccccc1)C(=O)OCc1ccccc1	-7%	-0.63	-0.13	-0.033	-0.42	-0.4	1126	2	1374	11	-4	i	i	-12	-1	720	1.8	1.0	4.0
C=CCn1c(=S)[nH]c2ccc(Br)cc2c1=O	9%	-0.43	0.12	-0.24	1.4	2.6	805	-0.24	1284	-14	15	i	i	1	0	769	2.4	2.3	21
O=C(CSc1nnc2ccccn12)c1ccc(OC(F)F)cc1OC(F)F	12%	-0.52	0.1	0.0017	0.34	-6.3	980	-0.14	1063	7	23	i	i	18	x	x	6.5	3.0	5.6
Cc1c(C(=O)Nc2ccc(N3CCOCC3)cc2)cccc1[N+](=O)[O-]	12%	1.1	-0.33	0.79	-0.36	-4.9	1067	0.25	1570	8	-14	i	i	-13	-2	703	4.1	3.0	9.5
CCOc1ccc(CNC(=O)CCSCc2ccccc2F)cc1OC	11%	0.017	-0.071	0.02	-0.32	-0.9	1135	1.1	1203	-11	-14	i	i	37	5	779	1.9	1.3	6.1
CCN1CCN(C(=O)c2cc3c(s2)-c2ccccc2S(=O)(=O)C3)CC1	5%	0.13	-0.24	0.29	0.92	-2.1	1144	-0.17	2060	10	6	i	i	15	-25	602	2.6	1.2	0.2
C=CCn1c(COc2ccc(Cl)cc2)nnc1SCC(=O)N1CC(=O)Nc2ccccc21	15%	-0.083	-0.28	0.23	-0.47	x	x	-0.38	1097	-1	2	i	i	1	10	706	1.4	2.5	10.0
Cc1ccc(C)c2c1[nH]c1ccc([N+](=O)[O-])cc12	10%	1.8	-0.13	1.1	-1.3	8.6	861	x	x	35	48	i	i	3	1	735	2.0	0.8	10
Cc1ccccc1NC(=O)NCc1ccco1	13%	0.32	-0.33	0.063	0.59	3.0	1129	-0.28	1180	-6	2	i	i	9	0	724	2.7	2.5	7.2
O=C(COC(=O)/C=C/c1cccs1)Nc1ccccc1Cl	6%	-0.57	-0.18	-0.27	-0.33	-1.6	996	0.36	1323	9	-5	i	i	10	-10	657	1.6	2.1	6.7
Cc1ccc(S(=O)(=O)N2CCC(C(=O)NCCc3ccc(S(N)(=O)=O)cc3)CC2)cc1	11%	-0.027	-0.24	0.65	-0.29	x	x	-0.12	951	3	12	i	i	34	11	790	1.4	1.0	5.5
Cc1nc(SCCO)c2oc3ccccc3c2n1	-7%	-0.31	-0.21	-0.15	1.1	0.0	1136	0.61	1231	5	1	i	i	-12	x	x	2.2	1.6	4.9
O=C(Nc1cccc2cccnc12)c1ccc2c(c1)OCCO2	-5%	-0.84	0.1	-0.12	0.57	x	x	1.8	820	15	27	i	i	-3	-4	711	1.2	1.3	9.4
Cc1cccc(N2CCN(c3nc4ccccc4n4cnnc34)CC2)c1C	10%	-1.5	-0.12	-0.9	-0.22	-1.7	1159	-0.93	1003	14	1	i	i	6	x	x	3.5	2.6	5.1
CC1(C)Oc2ccc3ccc(=O)oc3c2C[C@H]1O	18%	-0.52	-0.77	-0.39	0.47	-0.7	1174	x	x	x	x	i	x	x	-6	653	x	x	x
CCOC(=O)c1ccc2c(c1)n(CC)c(C)[n+]2CC	3%	0.98	-0.29	0.084	-0.22	0.0	1546	-0.53	1489	9	8	i	i	-15	9	708	2.1	1.4	1.8
COC(=O)c1cn(NC(=O)Cn2nc([N+](=O)[O-])c(Br)c2C)c(=O)c2ccccc12	17%	1.3	-0.2	0.94	-1.3	-3.2	1111	-0.05	1234	-1	12	i	i	0	-1	705	4.5	2.3	6.1
COc1cccc(-c2nnc3n2N=C(c2cccc(Br)c2)CS3)c1	30%	-0.92	-0.19	-0.27	0.92	-5.3	766	1.8	1247	3	0	i	i	8	x	x	2.1	1.8	5.4
C/C(CCC(C)C)=N\NS(=O)(=O)c1ccc(C)c([N+](=O)[O-])c1	23%	0.33	-0.26	0.24	0.6	-0.2	1360	0.04	1148	x	x	i	x	x	47	737	x	x	x

Single values from above:
`Cc1ccc(Cl)c(Nc2ccccc2C(=O)O)c1Cl` in Hep lipid drop cells 6.5 µM → 731
`CS(=O)(=O)NCc1ccc(C(=O)O)cc1` in bCat nuc transl → 0.4
